Screening data deposited in PubChem BioAssay by NCI.
All columns: NCI-60 one-dose screen, growth in % after 48 h at 10 µM unless noted; 100 = growth as untreated, 0 = no growth, -100 = all killed.
OVCAR-8 – OVCAR-8 ovarian cancer | AID 1794782 | 4.4% of 81,000 active
SF-539 – SF-539 CNS cancer; 6.8% of 81,000 active
DU-145 – DU-145 prostate cancer; 4.2% of 81,000 active
SF-295 – SF-295 CNS cancer cells; AID 1794758; 5.6% of 79,000 active
PC-3 – PC-3 prostate cancer cells | 3.9% of 80,000 active | AID 1794754
OVCAR-3 – OVCAR-3 ovarian cancer; 7% of 79,000 active; AID 1794787
SF-268 – SF-268 CNS cancer cells. 3.1% of 82,000 active. AID 1794759
SNB-19 – SNB-19 CNS cancer cells; 2.5% of 81,000 active; AID 1794751
U251 – U251 CNS tumor cells; 5.4% of 80,000 active
Active calls of the source: *; nt = no result given; [ ] = dose if it differs, or a comment. Rule for the calls: active = growth percent below 10; inactive = the rest.

Every second line gives: OVCAR-8, SF-539, DU-145, SF-295, PC-3, OVCAR-3, SF-268, SNB-19, U251
> c1ccc2[nH]c(SSc3nc4ncncc4[nH]3)nc2c1
  23, 8.2*, 30, -39*, 43, 23, 30, 84, 54
> O=C(OCCO)c1ccc(O)cc1
  104, 95, 107, 97, 99, 114, 103, 103, nt
> O=C1C(c2cccc3ccccc23)=C(c2c[nH]c3c(F)cccc23)C(=O)N1O
  93, 98, 107, 107, 74, 92, 96, 95, 101
> COc1cc2oc(-c3cccc(NC(=O)c4cc(NC(=O)[C@H](C)N)ccc4Br)c3)cc(=O)c2c(OC)c1OC
  45, 67, 67, 86, 46, 79, 65, 42, 62
> COc1ccc(N)cc1Cl
  100, 100, 101, 105, 102, 113, 101, 109, 101
> Nc1c(C(=O)Nc2cccc(Cl)c2)sc2ncccc12
  91, 95, 107, nt, 72, 91, 97, 97, 90
> O=C1CC(c2ccc(O)c(O)c2)Oc2cc(O)c([C@@H]3O[C@H](CO)[C@@H](O)[C@H](O)[C@H]3O)c(O)c21 (some centres not stated)
  101, 100, 105, 103, 97, 104, 102, 102, 98
> COc1ccc(/C=C2\Cc3cc4c(cc3C2=O)OCO4)c(OC)c1
  100, 98, 97, 95, 98, 92, 81, 66, 74
> O=C(O)C(O)C(O)C(O)C(=O)CO (configuration not stated)
  106, 105, nt, 106, 94, 110, 101, 99, 93
> Cn1cnc([N+](=O)[O-])c1/C=C1\Oc2ccc(Cl)cc2C1=O
  72, 99, 94, 105, 79, 86, 87, 107, 97
> CC(C)(C)C(=O)/C=C/c1cccc(Oc2ccccc2)c1
  93, 97, 95, 100, 84, 91, 94, 86, nt
> O=c1[nH]c(=S)[nH]c(O)c1/C=C1\C=c2ccccc2=N\C1=N\c1nccs1
  92, 94, 107, 96, 93, 92, 94, 93, 101
> C=C1CC[C@@H]2[C@]3(C)COC(c4ccco4)O[C@@H]3CC[C@@]2(C)[C@@H]1C/C=C1/C(=O)OCC1OC(C)=O (some centres not stated)
  -8.7*, -47*, 49, 59, 19, -29*, 68, 76, 8.2*
> Cc1cc(C)c2[nH]c(=O)c(C(c3nnnn3Cc3ccc(F)cc3)N3CCN(C4CCCCC4)CC3)cc2c1 (configuration not stated)
  101, 89, 86, 95, 85, 99, 77, 83, 89
> O=C(O)c1ccc2c3c(cccc13)CC2
  99, 110, 111, 107, 91, 104, 106, 99, 99
> O=c1c2cc(F)ccc2sc2c(N3CCCC3)nc3ccccc3c12
  106, 101, 107, 104, 99, 122, 98, 98, 98
> C=CCn1c(O)c(N=Nc2nc(-c3cc4ccccc4oc3=O)cs2)c2ccccc21
  81, 84, 74, 55, 56, 49, 42, 39, 13
> CC(C)(C)CC(=O)O
  106, 107, 108, nt, 99, 111, 106, 107, 101
> CC1(C)CCc2cc(-c3ccn(S(=O)(=O)c4ccc(Cl)cc4Cl)n3)ccc2O1
  97, 103, 97, 94, 62, 101, 100, 87, 88
> Cc1ccc2oc(=O)cc(C)c2c1
  111, 93, 112, 97, 101, 111, 106, 103, nt
> CC(=O)N[C@@H](CNC(=O)c1cc(NC(=O)c2cc(NC(=O)c3cc(NC(=O)c4nccn4C)cn3C)cn2C)cn1C)CC(=O)Nc1cn(C)c(C(=O)Nc2cc(C(=O)Nc3cc(C(=O)Nc4cc(C(=O)NCCCN(C)CCCNC(=O)c5cccc(C(=O)O)c5)n(C)c4)n(C)c3)n(C)c2)n1
  96, 107, 53, 48, 89, 102, 96, 86, 64
> CN1C(=O)C(O)(CC(=O)c2cc3ccccc3oc2=O)c2ccccc21 (configuration not stated)
  107, 93, 137, 96, 92, 91, 99, 93, 97
> CCOC(=O)C1=C(C(=O)c2cccc3ccccc23)C(c2cccc([N+](=O)[O-])c2)C(C(=O)c2cccc3ccccc23)=C(C(=O)OCC)N1
  96, 94, 110, 106, 93, 116, 101, nt, 101
> COc1ccc(-c2[nH]c3ccccc3c(=O)c2O)cc1
  56, 76, 76, 58, 62, 70, 69, 71, 47
> C#CC[C@H](N)C(=O)O
  99[20 µM], 96[20 µM], 104[20 µM], 102[20 µM], 102[20 µM], 111[20 µM], 100[20 µM], 93[20 µM], 100[20 µM]
> CC(C)=CCC/C(C)=C/CCc1ccc2c(c1)C(=O)c1ccccc1C2=O
  103, 93, 89, 85, 62, 84, 85, 104, 98
> CCOC(=O)C(C(C)=O)C(C)C(C(C)=O)C(=O)OCC (configuration not stated)
  106, 102, 107, 97, 105, 99, 101, 106, 98
> Cc1ccc(SC2c3ccc(C)cc3Oc3nc(N)c(C#N)c(N)c32)cc1 (configuration not stated)
  95, 91, 93, 103, 81, 55, 83, 109, 85
> COc1ccc(OC)c([N+](=O)[O-])c1C=O
  98, 105, 116, 94, 93, 101, 109, 101, 105
> O=C(/C=C/c1cccc(O)c1)c1ccccc1O
  93, 102, 83, 99, 84, 94, 94, 90, 77

Continuation:
Every second line gives: OVCAR-8, SF-539, DU-145, SF-295, PC-3, OVCAR-3, SF-268, SNB-19, U251
> O=C(Nc1ccc(NC(=O)c2ccccc2)cc1)c1ccccc1
  104, 103, 126, 114, 100, 123, 119, 102, 102
> Cc1c(N)cccc1C(=O)O
  108, 92, 105, 105, 91, 99, 98, 111, 102
> COc1ccc(C2=NN(C=O)C(c3ccc(OCCN(C)C)c(OC)c3)C2)cc1 (configuration not stated)
  93, 106, 111, 100, 81, 103, 96, 112, 84
> O=C1/C(=C\c2ccccc2Cl)N=C(c2cnccn2)N1c1cccc2cccnc12
  99, 96, 105, 95, 73, 96, 97, 97, 103
> O=C(NCc1ccccc1)c1ccccc1C(=O)NCc1ccccc1
  92, 101, 120, 116, 104, 121, 104, 98, 93
> O=C(O)Cc1ccc(NC(=O)c2cc(Cl)ccc2Nc2ccnc(C(F)(F)F)c2)cc1
  107, 102, 117, 103, 81, 114, 108, 102, 114
> COc1cccc(CNc2c3ccccc3nc3ccccc23)c1OC
  39, 19, 42, 33, 38, 65, 62, 36, 34
> CCOC(=O)C1=C(C)/C(=C\c2[nH]c(C)c(C(=O)OCC)c2C)N=C1C
  62, 101, 96, 97, 85, 22, 79, 90, 74
> CC(C)CC(NC(=O)OCc1ccccc1)(C(=O)O)C(=O)O
  96, 99, 112, 100, 97, 108, 101, 96, 90
> CN(C)c1ccc(-c2nnc(Cn3c(Cc4cccc5ccccc45)nc4ccccc43)o2)cc1
  102, 95, 106, 103, 84, 96, 98, 86, 104
> CCOc1ccc(Nc2nc3c(s2)C(=O)c2ccccc2C3=O)cc1
  68, 108, nt, 102, 57, 54, 73, 90, 79
> O=c1[nH]c2cc(Cl)c(Br)cc2o1
  108, 92, 116, 102, 91, 97, 93, 108, 90
> O=C(N=c1n(-c2ccc(Cl)cc2)nc2n1CCN2C1=NCCN1)c1ccc(Cl)cc1
  79, 84, 94, 99, 78, 85, 79, 88, 59
> NCC(O)(c1ccccc1)c1ccccc1
  114, 109, 107, 99, 97, 105, 98, 114, 104
> CC(C)Oc1ccc(C(=O)OCCN2CCCC2C)cc1 (configuration not stated)
  102, 107, 104, 112, 99, 106, 97, nt, 105
> O=c1[nH]c(-c2ccc(-n3c(=O)[nH]c4ccccc4c3=O)cc2)nc(=S)[nH]1
  107, 90, 107, 91, 93, 111, 103, 94, 97
> COc1ccc([C@H](OC)[C@@]2(Cc3ccc(O)cc3)N=C(N)N(C)C2=O)cc1
  89, 102, 112, 115, nt, 111, 113, 100, 104
> CCOC(=O)c1cn2ncnc(Oc3ccc(NC(=O)Nc4ccc(Cl)c(C(F)(F)F)c4)cc3)c2c1C
  99, 72, 100, 83, 72, 97, 93, 91, 77
> CCOC(=O)c1c(C)oc2ncnc(N3CCN(CC(=O)Nc4ccc([N+](=O)[O-])cc4)CC3)c12
  98, 101, 112, 95, 93, 113, 90, 104, 95
> CC(=O)O[C@H]1CC[C@]2(C)[C@H]3CC[C@]4(C)[C@@H](C(C)=O)CC[C@H]4[C@@H]3C[C@@H]3O[C@@]32C1
  105, 125, 113, 110, 100, 110, 93, 104, 90
> COc1ccc(-c2nc(SCC(=O)c3ccc(C#N)cc3)[nH]c(=O)c2C#N)cc1
  95, 89, 110, 98, 90, 105, 96, 90, 93
> COc1ccc(C/C(C)=C(\c2ccc(O)cc2)c2ccc(OCCN3CCOCC3)cc2)cc1
  102, 111, 105, 103, 93, 103, 94, 102, 102
> Nc1nc(-c2cccc(Cl)c2)nn1C(=S)Nc1ccccc1
  97, 106, 106, 91, 95, 93, 92, 97, 96
> CC1CC(O)CC(C)(C)C1 (configuration not stated)
  102, 95, 101, 99, 95, 93, 92, 104, 101
> C/C(=N/O)c1ccc(NC(=O)CSc2nnc(-c3cc(-c4ccccc4)nc4ccccc34)o2)cc1
  84, 106, 102, 99, 73, 102, 92, 97, 89
> O=C(CCCCC1CCSS1)Nc1ncnc2n[nH]c(-c3ccc(Oc4ccccc4)cc3)c12 (configuration not stated)
  100, 106, 66, 102, 90, 116, 72, 114, 106
> O=C(CCBr)NC(=O)Nc1ccccc1
  101, 77, 63, 101, 101, nt, 102, 93, 101
> COc1cccc2c1C=CC1(O2)Oc2cccc(OC)c2C=C1C (configuration not stated)
  24, -9.4*, 32, 6.5*, 31, nt, 55, 23, 17
> CCOc1ccc2nc(NC(=O)CSc3nnc4n3S(=O)(=O)c3ccccc3N4C)sc2c1
  100, 94, 106, 62, nt, 87, 102, 99, 102
> CC(C(=O)O)N1C(N)=NNC1c1ccccc1O (configuration not stated)
  90, 103, 102, 99, 83, 83, 84, 89, 86

Further entries follow:
Every second line gives: OVCAR-8, SF-539, DU-145, SF-295, PC-3, OVCAR-3, SF-268, SNB-19, U251
> Cc1ccc(/C=C2\N=C3SCCCN3C2=O)c(C)c1
  105, 96, 107, 88, 95, 99, 92, 100, 97
> CS(=O)(=O)c1ccc(-c2nc3cc(Cl)ccc3n2CC(=O)N/N=C/c2ccccc2)cc1
  89, 97, 101, 97, 80, 96, 84, 92, 95
> CN(CC(=O)N(Cc1ccc(C2CCCCC2)cc1)c1ccc(C(=O)O)cc1)S(=O)(=O)c1c(F)c(F)c(F)c(F)c1F
  6.0*, 99, -18*, 108, 10, -83*, 68, nt, -25*
> Nc1cccc(-c2nc3sccn3c2-c2ccnc(NCCCNS(=O)(=O)c3ccc(C(F)(F)F)cc3)n2)c1
  7.1*, 17, 14, -11*, 1.9*, 6.1*, 15, 29, 20
> CCOC(=O)c1nn(-c2ccccc2)cc1O
  101, 92, 113, 97, nt, 115, 102, 101, 106
> COc1ccccc1-n1c(-c2ccc(O)cc2C)cn2c3c(=O)[nH]c(=O)n(C)c3nc12
  86, 89, 112, 100, 77, nt, 86, 117, 98
> CCn1cc(C(=O)O)c(=O)c2cc(F)c(N3CCN(C(=O)CSc4nc(-c5ccc(Cl)cc5)c(C#N)c(=O)[nH]4)CC3)cc21
  101, 101, 121, 97, 90, 121, 101, 99, 100
> CC(=O)CC(=O)c1ccc(-c2ccccc2)cc1
  88, 95, 96, 84, 73, 105, 99, 93, 84
> CS(=O)(=O)c1ccc(-c2[nH]c3ccc(F)cc3c2/C=N/O)cc1
  90, 89, 97, 100, 79, 100, 93, 103, 91
> Clc1ccc(-n2on2-c2ccc(Cl)cc2)cc1
  106, 97, 109, 96, 85, 99, 98, 104, 101
> COc1ccc(/C=C2\SC(=S)NC2=O)cc1OC
  96, 87, 90, 101, 92, 84, 70, 91, 95

By substructure, the entries above with a Cl atom.
Every second line gives: OVCAR-8, SF-539, DU-145, SF-295, PC-3, OVCAR-3, SF-268, SNB-19, U251
> COc1ccc(N)cc1Cl
  100, 100, 101, 105, 102, 113, 101, 109, 101
> Nc1c(C(=O)Nc2cccc(Cl)c2)sc2ncccc12
  91, 95, 107, nt, 72, 91, 97, 97, 90
> Cn1cnc([N+](=O)[O-])c1/C=C1\Oc2ccc(Cl)cc2C1=O
  72, 99, 94, 105, 79, 86, 87, 107, 97
> CC1(C)CCc2cc(-c3ccn(S(=O)(=O)c4ccc(Cl)cc4Cl)n3)ccc2O1
  97, 103, 97, 94, 62, 101, 100, 87, 88
> O=C1/C(=C\c2ccccc2Cl)N=C(c2cnccn2)N1c1cccc2cccnc12
  99, 96, 105, 95, 73, 96, 97, 97, 103
> O=C(O)Cc1ccc(NC(=O)c2cc(Cl)ccc2Nc2ccnc(C(F)(F)F)c2)cc1
  107, 102, 117, 103, 81, 114, 108, 102, 114
> O=c1[nH]c2cc(Cl)c(Br)cc2o1
  108, 92, 116, 102, 91, 97, 93, 108, 90
> O=C(N=c1n(-c2ccc(Cl)cc2)nc2n1CCN2C1=NCCN1)c1ccc(Cl)cc1
  79, 84, 94, 99, 78, 85, 79, 88, 59
> CCOC(=O)c1cn2ncnc(Oc3ccc(NC(=O)Nc4ccc(Cl)c(C(F)(F)F)c4)cc3)c2c1C
  99, 72, 100, 83, 72, 97, 93, 91, 77
> Nc1nc(-c2cccc(Cl)c2)nn1C(=S)Nc1ccccc1
  97, 106, 106, 91, 95, 93, 92, 97, 96
> CS(=O)(=O)c1ccc(-c2nc3cc(Cl)ccc3n2CC(=O)N/N=C/c2ccccc2)cc1
  89, 97, 101, 97, 80, 96, 84, 92, 95
> CCn1cc(C(=O)O)c(=O)c2cc(F)c(N3CCN(C(=O)CSc4nc(-c5ccc(Cl)cc5)c(C#N)c(=O)[nH]4)CC3)cc21
  101, 101, 121, 97, 90, 121, 101, 99, 100
> Clc1ccc(-n2on2-c2ccc(Cl)cc2)cc1
  106, 97, 109, 96, 85, 99, 98, 104, 101
